LANA DNA inh: inhibitors of KSHV C-LANA binding to DNA, primary screen, biochemical, fluorescence polarization, FAM-LBS DNA, MBP-C-LANA, single point; Kaposi's sarcoma herpesvirus LANA C-terminal domain (residues 932-1162) DNA binding; inhibition, % at 9 µM; 0.078% of 340,000 active; AID 504423, 2011;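 active means highest replicate inhibition at or above 60% at 9 µM, even if other replicates fall short; inactive means all replicates below 60% inhibition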;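 further: 0% = neutral control wells and 100% = 4 µM acridine orange control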
dFosB activator: activators of delta FosB homodimer, primary screen, biochemical, fluorescence polarization, TAMRA-CDK5 oligo, single point; activation, % at 25 µM; 0.99% of 340,000 active; AID 493131, 2011; purified delta FosB; percent of positive-control signal above neutral wells;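 active means mean activation above about 17%, with every replicate also reaching it, limit read from the data, passing the limit was not always enough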;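 further: fluorescence polarization rise as delta FosB binds a TAMRA Cdk5 AP-1 oligo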
PfHsp90 set2: growth inhibition of PfHsp90-expressing yeast, primary screen, antimalarial PfHsp90 inhibitor project, S. cerevisiae, BacTiter-Glo luminescence, single point, set 2; inhibition, % at 9.4 µM; 0.32% of 310,000 active; AID 504621, 2011; BacTiter-Glo ATP, 48 h; yeast lacking PDR1 and PDR3 efflux regulators;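 active means every replicate shows inhibition above about 80%, whatever the replicate mean, limit read from the data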;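 further: 0% = DMSO neutral controls and 100% = 20 µM radicicol positive controls; yeast relying on Plasmodium falciparum Hsp90 in place of its own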
RTF Ca sens inh: cardiac RTF calcium sensitivity inhibitors, primary screen, biochemical, IANBD-TnC fluorescence, EC70 calcium. Troponin I, cardiac muscle (Homo sapiens) + Troponin T, cardiac muscle (Homo sapiens) + …. IANBD-labeled cardiac RTF, Ca2+ fluorescence. inhibition, % at 7.15 µM. 0.12% of 340,000 active. AID 493244, 2011;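 active means inhibition above the mean inhibition of all tested compounds plus 3 SD, cut at about 17% in these data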;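 further: assay run at fixed EC70 calcium of 1.6 mM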
CDK5 p35 inh: inhibitors of human CDK5/p35 kinase, primary screen, biochemical, single concentration; 0.01% of 330,000 active; AID 488839, 2010; inhibition, % at 10 µM; Recombinant CDK5/p35, ADP-Glo luminescence, 60 min; Cyclin-dependent kinase 5 (Homo sapiens) + Cyclin-dependent kinase 5 activator 1 (Homo …;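 active means highest replicate inhibition of at least 50% and at least 75% of replicates reaching 50%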;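 further: plate controls were DMSO neutral control for no effect and GW8510 at 10 µM for full effect; many of its hits are not listed in these tables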
NSD2 HMT inh: NSD2 histone methyltransferase inhibitors, primary screen, biochemical, AlphaScreen, single concentration, set 2. 0.54% of 310,000 active. NSD2 peptide methylation, 120 min. inhibition, % at 12.5 µM. AID 743445, 2014; in the data active means inhibition above about 50%
Target sequence (O96028 whole entry, looked up): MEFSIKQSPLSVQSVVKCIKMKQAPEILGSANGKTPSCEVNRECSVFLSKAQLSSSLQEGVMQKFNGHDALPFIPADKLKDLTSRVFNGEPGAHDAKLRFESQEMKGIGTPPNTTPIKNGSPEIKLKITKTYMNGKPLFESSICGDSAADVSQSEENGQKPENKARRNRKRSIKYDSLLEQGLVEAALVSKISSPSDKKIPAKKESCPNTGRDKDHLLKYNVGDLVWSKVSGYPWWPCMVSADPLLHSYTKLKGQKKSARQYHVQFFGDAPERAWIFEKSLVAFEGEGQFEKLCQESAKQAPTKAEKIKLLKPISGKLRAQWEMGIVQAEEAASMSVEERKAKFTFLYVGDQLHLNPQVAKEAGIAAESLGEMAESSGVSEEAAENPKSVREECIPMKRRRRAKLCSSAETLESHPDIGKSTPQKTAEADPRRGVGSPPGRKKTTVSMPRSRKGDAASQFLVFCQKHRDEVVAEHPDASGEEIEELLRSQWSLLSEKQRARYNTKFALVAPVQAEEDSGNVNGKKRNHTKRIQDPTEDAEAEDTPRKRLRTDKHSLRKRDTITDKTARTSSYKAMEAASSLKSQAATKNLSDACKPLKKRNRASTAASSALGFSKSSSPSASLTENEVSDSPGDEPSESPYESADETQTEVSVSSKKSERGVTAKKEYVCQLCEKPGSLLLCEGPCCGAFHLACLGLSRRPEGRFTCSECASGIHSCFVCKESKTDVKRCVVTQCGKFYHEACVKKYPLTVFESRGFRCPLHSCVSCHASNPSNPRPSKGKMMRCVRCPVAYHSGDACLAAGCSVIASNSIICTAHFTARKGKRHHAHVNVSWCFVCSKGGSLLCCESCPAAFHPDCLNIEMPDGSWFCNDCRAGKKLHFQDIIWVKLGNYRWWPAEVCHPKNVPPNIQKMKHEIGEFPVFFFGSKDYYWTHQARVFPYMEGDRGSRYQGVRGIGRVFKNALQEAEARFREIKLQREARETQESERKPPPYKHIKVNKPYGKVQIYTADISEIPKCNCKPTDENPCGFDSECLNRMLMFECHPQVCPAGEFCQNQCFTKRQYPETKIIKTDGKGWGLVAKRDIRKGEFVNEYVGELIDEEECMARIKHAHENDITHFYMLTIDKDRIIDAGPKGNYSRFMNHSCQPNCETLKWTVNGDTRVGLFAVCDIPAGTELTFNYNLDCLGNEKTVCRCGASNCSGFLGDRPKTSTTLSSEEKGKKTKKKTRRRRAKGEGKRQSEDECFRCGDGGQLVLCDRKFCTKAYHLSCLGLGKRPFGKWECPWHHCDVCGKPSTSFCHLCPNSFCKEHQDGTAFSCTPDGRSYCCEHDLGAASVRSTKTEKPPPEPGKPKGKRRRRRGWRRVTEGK
Keap1 Nrf2 FP: Keap1-Nrf2 protein-protein interaction inhibitors, primary screen, biochemical, fluorescence polarization, single point | 0.15% of 340,000 active | inhibition, % at 9.4 µM | Kelch-like ECH-associated protein 1 (Homo sapiens), Q14145 | AID 504523, 2011 | Keap1 Kelch-Nrf2 peptide fluorescence polarization, 1536-well; in the data active means inhibition above about 12%;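 further: human Keap1 Kelch domain with fluorescein labeled Nrf2 9mer peptide probe; 0% = neutral control wells and 100% = peptide positive control; higher means more block of Keap1 binding to Nrf2 peptide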
Mot1-301 SUMO: yeast Mot1-301 growth rescue at high temperature, primary screen, SUMOylation pathway inhibitor project, S. cerevisiae, ATP luminescence, 38.5C. AID 2716, 2010. S. cerevisiae Mot1-301 growth rescue; percent above DMSO median, 100 means doubled. growth rescue, % at 18.8 µM. 1% of 320,000 active;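 active means every valid replicate shows activation above 250% relative to neutral control wells; inactive means the rest, any valid replicate at or below 250%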;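 further: OY570 slx delta 5 strain wells were the positive control but not used for scaling; some compounds called inactive have numbers as strong as hits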
Rtt109 HAT inh: inhibitors of C. albicans Rtt109/Vps75 HAT, primary screen, biochemical, ThioGlo CoA-SH fluorescence, plate reader. purified Rtt109/Vps75, 4 h. inhibition, % at 34.9 µM. 0.16% of 330,000 active. AID 540336, 2011;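 active means inhibition of at least 50% in every replicate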
RTF Ca sens act: cardiac RTF calcium sensitivity activators, primary screen, biochemical, IANBD-TnC fluorescence, EC20 calcium; Troponin I, cardiac muscle (Homo sapiens) + Troponin T, cardiac muscle (Homo sapiens) + …; IANBD-labeled TnC RTF fluorescence at EC20 calcium; 0% EC20 calcium, 100% full calcium; activation, % at 7.2 µM; 0.24% of 340,000 active;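 active means activation above the mean over all tested compounds plus 3 SD, cut at about 30% in these data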;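 further: rise in fluorescence read as greater calcium sensitivity of cardiac thin filaments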
PvdQ acylase: P. aeruginosa PvdQ acylase inhibitors, primary screen, biochemical, fluorescence, plate reader and imaging, single point. purified PvdQ acylase. inhibition, % at 10 µM. PvdQ acylase [Pseudomonas aeruginosa LESB58]. AID 488965, 2010. 0.063% of 340,000 active; in the data active means inhibition above about 30%, passing the limit was not always enough;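 further: 0% = vehicle neutral wells and 100% = reference inhibitor wells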
An asterisk follows results filed as active; i = inactive; x = not tested or not shown; + = active, no number.

The line under a structure holds: LANA DNA inh, dFosB activator, PfHsp90 set2, RTF Ca sens inh, CDK5 p35 inh, NSD2 HMT inh, Keap1 Nrf2 FP, Mot1-301 SUMO, Rtt109 HAT inh, RTF Ca sens act, PvdQ acylase
> O=C(Nc1nnc(SCC(=O)N2CCCc3ccccc32)s1)c1ccccc1
→ -0.6, -19, 3, -3, -0.4, -2, 3, -18, 6, 2, -4
> CC(OC(=O)CCc1nc2ccccc2c(=O)[nH]1)C(=O)Nc1ccc2c(c1)OCO2 (centres undefined)
→ 1.3, 3, 10, 3, 0.6, 4, -3, -28, -5, -3, -8
> COCC(=O)N1CCN(c2cccc(C(F)(F)F)c2)CC1
→ 2.2, -6, 31, -8, -0.3, -1, -1, 81, -23, 2, -8
> O=S(=O)(NCCOCC(F)(F)F)c1ccc2oc3ccccc3c2c1
→ 0.9, -10, 1, -4, 0.9, 1, -1, -2, -2, 0, -9
> CCOc1ccc(CCNC(=O)COC(=O)/C=C/c2ccccc2)cc1OCC
→ -1.7, -5, x, 4, -1.3, -2, -3, -22, -6, -7, -9
> COC(=O)c1ccc(COc2ccc(/C=C/C(=O)c3ccc(OC)c(CSCC(=O)O)c3)cc2OC)cc1
→ 3.8, -19, 1, -1, -0.8, 30, 3, -24, 3, -5, 2
> C=CCn1c(COc2ccc(F)cc2)nnc1SCC(=O)c1c[nH]c2c(CC)cccc12
→ 2.1, 2, -6, -6, 4.1, -3, 1, 1, 41, -12, 7
> Cc1ccc(S(=O)(=O)N(C)C)cc1NC(=O)COc1ccccc1C(=O)Nc1ccccc1
→ -1.1, -11, x, -4, -1.3, 1, 2, -23, 12, -5, -8
> O=S(=O)(c1ccccc1)N1CCC(c2ccccc2)CC1
→ 0.5, 2, 23, -2, -0.3, x, -4, -29, 11, 2, -16
> CCCC(=O)NC(NC1CCS(=O)(=O)C1)C(Cl)(Cl)Cl (centres undefined)
→ 4.1, 3, -3, -11, 1.2, -2, 3, 738, 1, -1, 1
> O=C(CSc1nncs1)Nc1cc(S(=O)(=O)N2CCOCC2)ccc1N1CCCC1
→ -0.6, 0, 3, -3, 0.3, -6, -3, x, 8, 0, 0
> CN(C)/C=N/c1nc2nccc(-c3cccc(Cl)c3)n2n1
→ -0.6, -11, -11, -10, 0.1, -4, -1, 9, -2, 5, -2
> Cc1noc(C)c1S(=O)(=O)N1CCCC(C(=O)NCC2CCCO2)C1 (centres undefined)
→ -0.9, -6, 7, -8, -2.8, x, -6, +, 1, -9, -12
> CCN(c1ccccc1)S(=O)(=O)c1ccc(C(=O)Nc2cc(C)ccn2)cc1
→ 2.0, -2, -11, -4, 1.9, -1, 0, 0, -9, -4, -10
> Cc1ccc2c(c1)[C@@H]1[C@H](CO2)[C@H](c2ccccc2)[C@@]2(C)C(=O)N[C@H](C)C(=O)N12
→ 1.6, -11, -28, -1, 2.2, x, -6, -2, -26, -5, -9
> CCCCNc1nnc(SCC(=O)N2CCN(S(=O)(=O)c3ccc4ccccc4c3)CC2)s1
→ 0.8, -6, 8, -22, 2.6, 0, 1, 54, -1, -6, -17
> O=C(CN1C(=O)CCC1=O)Nc1nc(-c2ccc(Oc3ccccc3)cc2)cs1
→ 1.3, 5, 8, 2, -0.2, 0, -1, -18, 9, 0, 3
> O=C(OCC(O)CO)c1ccccc1Nc1ccnc2cc(Cl)ccc12 (centres undefined)
→ -0.1, -14, 1, -4, 0.6, x, 5, -1, 4, 4, 2
> CC(=O)c1nn(-c2cccc(Cl)c2)cc1C(=O)c1ccco1
→ 3.6, 1, -30, -4, -2.9, -1, -1, -9, -11, -2, -15
> COCC(C)NC(=O)COc1ccc(Cl)cc1Cl (centres undefined)
→ 0.6, 5, x, 3, -1.1, -1, -1, 35, -10, 7, 4
> Cc1ccc(CSc2nc3c(c(=O)[nH]2)C(c2ccncc2)C2=C(CCCC2=O)N3)cc1 (centres undefined)
→ -1.0, -7, x, 3, -0.6, 127*, -7, 13, -5, -3, 18
> Cc1c(C(=O)Nc2ccccc2-c2ccccc2)cccc1[N+](=O)[O-]
→ -1.3, -18, 6, -5, 0.1, -3, -3, 12, -5, 4, -8
> CCOc1cc(C(=O)Nn2cnnc2)cc(OCC)c1OCC
→ -0.4, 1, 13, -9, 1.2, -1, 2, 2, -4, -2, -4
> Cn1c(-c2ccccc2)c(/C=N/NC(=O)c2ccc(O)cc2)c2ccccc21
→ -3.4, 14, -18, -18, -1.6, 1, -12, -10, 3, 3, -13
> CCC(=O)NC1(Cc2ccc(O)cc2)CCCCC1
→ -1.0, 3, 0, -8, -2.4, 1, 0, 15, -3, 5, -20
> COc1ccc(CN(C)C(=O)Cn2ccc(N)nc2=O)cc1OC
→ 0.9, -5, -3, 5, -2.1, x, -4, -3, 1, -6, -11
> Cc1cc(S(=O)(=O)N2CCOCC2)ccc1OCC(=O)Nc1ccccc1C(F)(F)F
→ 0.4, -2, 3, 3, -1.0, 0, -3, -3, 2, -7, -6
> Cc1c(C(=O)N2CCc3ccccc32)oc2c1C(=O)CC(C)(C)C2
→ 0.4, -14, 2, -7, 0.3, x, 0, x, -21, -6, -6
> CN1CCN(S(=O)(=O)c2ccccc2)C(c2ccccc2)C1 (centres undefined)
→ -0.1, 1, 0, -8, -1.7, -1, -5, 81, 2, 1, -13
> Cc1cccc(N2C(=N)SCC2=O)c1C
→ -1.9, -3, -15, -5, -1.0, -1, 1, i, 1, -2, -6

Five consecutive records from above, for reference:
The line under a structure holds: LANA DNA inh, dFosB activator, PfHsp90 set2, RTF Ca sens inh, CDK5 p35 inh, NSD2 HMT inh, Keap1 Nrf2 FP, Mot1-301 SUMO, Rtt109 HAT inh, RTF Ca sens act, PvdQ acylase
> C=CCn1c(COc2ccc(F)cc2)nnc1SCC(=O)c1c[nH]c2c(CC)cccc12
→ 2.1, 2, -6, -6, 4.1, -3, 1, 1, 41, -12, 7
> Cc1ccc(S(=O)(=O)N(C)C)cc1NC(=O)COc1ccccc1C(=O)Nc1ccccc1
→ -1.1, -11, x, -4, -1.3, 1, 2, -23, 12, -5, -8
> O=S(=O)(c1ccccc1)N1CCC(c2ccccc2)CC1
→ 0.5, 2, 23, -2, -0.3, x, -4, -29, 11, 2, -16
> CCCC(=O)NC(NC1CCS(=O)(=O)C1)C(Cl)(Cl)Cl (centres undefined)
→ 4.1, 3, -3, -11, 1.2, -2, 3, 738, 1, -1, 1
> O=C(CSc1nncs1)Nc1cc(S(=O)(=O)N2CCOCC2)ccc1N1CCCC1
→ -0.6, 0, 3, -3, 0.3, -6, -3, x, 8, 0, 0

Next structures.
The line under a structure holds: LANA DNA inh, dFosB activator, PfHsp90 set2, RTF Ca sens inh, CDK5 p35 inh, NSD2 HMT inh, Keap1 Nrf2 FP, Mot1-301 SUMO, Rtt109 HAT inh, RTF Ca sens act, PvdQ acylase
> COc1ccc(Cn2ccnc2)cc1[N+](=O)[O-]
→ 2.9, 5, 0, 2, 0.5, -1, 0, -11, -3, -1, 11
> COc1cc2c(C(F)(F)F)c(-c3ccc(C#N)cc3)oc(=O)c2cc1OC
→ 1.8, -10, 4, 6, -0.9, x, 1, -5, -2, 0, -4
> COc1ccc([C@H]2CC(=O)C=C(c3ccc(O)cc3)C2)cc1OC
→ -0.9, -8, -13, -7, 1.6, x, 1, 41, -1, -1, -6
> O=C(NC1CCCCCC1)C(Cc1ccccc1)n1cccc1 (centres undefined)
→ 0.4, 1, -27, -2, 0.2, 1, 2, 8, -14, -1, -8
> COc1cc(C(=O)N2CCC(C(=O)Nc3cccc(C(C)=O)c3)CC2)cc(OC)c1OC
→ -0.1, -2, 15, 1, -1.7, 3, -5, -12, -1, 14, -8
> Cc1nc(NC(=O)c2ccccc2)sc1Cc1ccc2c(c1)OCO2
→ 0.7, -2, -16, -13, 0.3, -2, -2, 74, 3, -5, 5
> CC(=O)N1c2ccccc2C2CCCC[C@@H]21 (some centres undefined)
→ 0.2, 9, 16, -2, 0.4, x, -2, -2, 6, 2, -4
> CN1CCN(C(=O)c2ccc(C(C)(C)C)cc2)CC1
→ 0.5, -8, -13, -3, -0.8, -6, 8, 6, 10, 1, -9
> CCOC(=O)c1ccc(NC(=O)Cn2nnc(-c3ccc(F)cc3)n2)cc1
→ 2.5, -2, 0, -10, 0.8, 5, -4, 3, 2, 4, -11
> CCCSc1nc(O)c(C2OC(=O)c3c2ccc(OC)c3OC)c(=O)n1-c1ccccc1 (centres undefined)
→ -0.5, 1, 13, -2, 1.9, -4, -2, 3, -4, -1, -13
> Cc1ccc(NC(=O)Cc2c(O)c3ccccc3[nH]c2=O)c(C)c1
→ 0.0, 5, 28, 7, -1.5, 1, 1, 123, -2, -2, -4
> CC(C)Cn1c(SCC(=O)c2ccc(Cl)s2)nnc1-c1ccco1
→ -0.2, -10, x, -7, 0.6, 1, -4, -22, 8, -2, -8
> COc1ccc(-c2nn(-c3ccccc3)cc2N)cc1
→ 1.7, -14, -25, -3, -1.5, 63*, -2, x, -8, 5, -16

Compound activity (PubChem)

Random draw from the library; any-hit rate near 3.2%.
